ABHD5-PLIN5 inh – inhibitors of human ABHD5-perilipin-5 interaction. Split G. princeps luciferase complementation, luminescence, 4 h. inhibition, % at 4 µM. 360,000 tested, 0.78% active. AID 602281;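 active = inhibition above the mean inhibition across every tested compound plus 3 SD, cut at about 22% in these data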;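 also: 0% = DMSO only wells and the 100% control is not disclosed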
Granule exo inh – blocks lytic granule exocytosis; TALL-104 LAMP-1 surface exposure, flow cytometry; cells stimulated with thapsigargin and PMA; inhibition, % at 10 µM; 360,000 tested, 0.66% active;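 active = inhibition above about 55%, limit read from the data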
ABCB6 inh MLPCN – blocks the human ABCB6 transporter. fluorescence ratio to DMSO, % at 10 µM. Q9NP58. K562-ABCB6 porphyrin accumulation, flow cytometry, 1 h; active compounds read low. 360,000 tested, 0.19% active. AID 602162;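 active = fluorescence ratio to DMSO below 75%, the collection mean minus 3 SD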;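 also: signal is porphyrin accumulated inside mitochondria; 100% equals median channel fluorescence of DMSO control wells; lower ratio means ABCB6 inhibition with less porphyrin fluorescence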
TLR9-MyD88 inh – blocks human TLR9 binding to MyD88. Q9NR96+Q99836. CHO BLA complementation TLR9-MyD88, CCF4 FRET ratio. inhibition, % at 4.98 µM. 340,000 tested, 0.21% active. AID 504734;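 active = inhibition above the mean over all tested compounds plus 3 SD, cut at about 21% in these data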;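 also: 0% = DMSO only wells and 100% = clavulanate BLA inhibitor control wells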
Target sequence (Q99836 whole entry, looked up): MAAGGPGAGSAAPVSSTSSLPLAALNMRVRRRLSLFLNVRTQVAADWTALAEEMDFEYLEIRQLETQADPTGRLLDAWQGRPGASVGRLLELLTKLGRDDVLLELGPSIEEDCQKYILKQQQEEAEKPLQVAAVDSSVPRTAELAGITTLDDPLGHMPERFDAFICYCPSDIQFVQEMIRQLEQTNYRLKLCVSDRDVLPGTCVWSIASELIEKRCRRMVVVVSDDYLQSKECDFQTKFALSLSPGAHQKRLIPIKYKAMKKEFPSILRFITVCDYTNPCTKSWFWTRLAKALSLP
Target sequence (Q9NR96 whole entry, looked up): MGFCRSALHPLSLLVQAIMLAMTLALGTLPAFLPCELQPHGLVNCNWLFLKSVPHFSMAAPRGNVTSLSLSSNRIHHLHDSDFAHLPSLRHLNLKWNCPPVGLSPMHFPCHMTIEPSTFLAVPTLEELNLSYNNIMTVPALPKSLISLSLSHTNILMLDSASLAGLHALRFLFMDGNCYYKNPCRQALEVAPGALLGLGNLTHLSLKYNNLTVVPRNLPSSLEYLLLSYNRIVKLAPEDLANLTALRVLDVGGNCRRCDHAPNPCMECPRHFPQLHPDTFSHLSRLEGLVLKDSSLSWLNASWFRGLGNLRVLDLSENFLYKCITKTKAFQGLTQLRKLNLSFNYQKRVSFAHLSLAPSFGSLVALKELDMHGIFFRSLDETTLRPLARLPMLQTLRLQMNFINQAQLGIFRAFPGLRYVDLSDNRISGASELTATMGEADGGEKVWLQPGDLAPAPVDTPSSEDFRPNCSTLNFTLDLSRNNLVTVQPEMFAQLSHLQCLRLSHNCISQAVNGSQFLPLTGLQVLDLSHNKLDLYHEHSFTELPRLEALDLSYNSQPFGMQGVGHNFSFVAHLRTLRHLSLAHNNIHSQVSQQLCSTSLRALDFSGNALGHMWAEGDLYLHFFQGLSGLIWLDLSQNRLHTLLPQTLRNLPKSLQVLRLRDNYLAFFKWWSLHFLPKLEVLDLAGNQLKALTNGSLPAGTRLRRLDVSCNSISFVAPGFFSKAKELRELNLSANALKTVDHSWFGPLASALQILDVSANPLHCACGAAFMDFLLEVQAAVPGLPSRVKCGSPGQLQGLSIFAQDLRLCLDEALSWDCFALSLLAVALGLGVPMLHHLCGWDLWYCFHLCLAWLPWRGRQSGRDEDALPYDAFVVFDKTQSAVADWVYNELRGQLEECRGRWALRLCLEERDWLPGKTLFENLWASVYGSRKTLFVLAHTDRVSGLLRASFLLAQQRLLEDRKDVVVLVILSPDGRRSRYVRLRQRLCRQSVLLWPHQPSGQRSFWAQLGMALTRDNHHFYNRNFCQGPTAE
MC4R barr agon – human MC4R agonism via beta-arrestin. activation, % at 8.9 µM. 360,000 tested, 0.98% active. U2OS MC4R beta-arrestin complementation, luminescence; percent of melanotan II response, DMSO zero;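 active = activation above a per-plate cutoff, the mean activation of sample wells on that plate plus 3 SD, cut at about 8% in these data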
Glyco luc inh – N-linked glycosylation inhibition. reporter increase, % at 12.5 µM. AID 588692. D54 ERlucT glycosylation luciferase reporter, 24 h; percent of 100 nM tunicamycin response. 360,000 tested, 0.23% active;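 active = mean luciferase reporter signal, scaled so untreated is 0 and the glycosylation-blocking control 100, at or above a set limit in every replicate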;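 also: luciferase carries N-glycosylation sites so blocking glycosylation raises the light; 0% = median of neutral control wells and 100% = median of 100 nM tunicamycin wells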
NOD2 RIPK2 PPI – inhibitors of human NOD2-RIPK2 interaction; O43353; AID 624267; inhibition, % at 4.98 µM; CHO BLA complementation NOD2-RIPK2, CCF4 ratio; 360,000 tested, 0.38% active; in the data active = inhibition above about 21%;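 also: 0% = vehicle only and 100% = reference blocker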
aDG glyco act – alpha-DG glycosylation activation. activation, % at 10 µM. 360,000 tested, 0.22% active. Pro5-aDG cells, alpha-DG glycosylation AlphaScreen (IIH6); 0% Pro5, 100% B10-LARGE cell signal;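 active = activation of at least 8% versus controls, or a plate z-score of at least 8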;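 also: Pro5 are CHO cells carrying HIG-tagged alpha-DG that lacks glycosylation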
Vif inh – blocks HIV Vif function | AID 602346 | HEK293T cells, Vif self-association by quenched fluorescence, imaging, 24 h | inhibition, % at 7.49 µM | 340,000 tested, 0.35% active; in the data active = inhibition above about 50%, passing the limit was not always enough; also: some results filed as inactive read as strong as hits
MC4R antagonist – blocks human MC4R cAMP signaling; P32245; MC4R-expressing cells, MTII-stimulated cAMP, LANCE TR-FRET; inhibition, % at 6.5 µM; 360,000 tested, 0.48% active;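 active = inhibition above its plate's cutoff, the mean of tested wells on that plate plus 3 SD, cut at about 29% in these data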;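 also: 0% = Melanotan II alone and 100% = Melanotan II plus saturating MCL0020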
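Assay system: U2OS cells stably expressing human melanocortin 4 receptor (MC4R) / Dosing: 6.5 µM / Timing: compound 30 min, challenge 1 h, detection 1 h / Measured by: Eu-cAMP/anti-cAMP TR-FRET, emission 671 nm / Replicates: singlicate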
Numbers without * were called inactive; · = no result given. These rows are one share of the data; count on the stated rates, not on these rows.

SMILES	ABHD5-PLIN5 inh	Granule exo inh	ABCB6 inh MLPCN	TLR9-MyD88 inh	MC4R barr agon	Glyco luc inh	NOD2 RIPK2 PPI	aDG glyco act	Vif inh	MC4R antagonist
CCCCN1C(=O)C(O)=C(C(C)=O)C1c1ccc(OC)cc1OC (configuration not stated)	-15	0	97	0	0.0	-1	2	-0.2	2	0
C=CCn1c(SCc2csc(C)n2)nc2scc(-c3ccc(C)o3)c2c1=O	22	62*	115	-6	-1.4	-1	7	0.0	-2	15
CCCN(Cc1ccccc1)C(=S)Nc1ccc(SC(F)F)cc1	-7	90*	98	-7	-0.8	-6	-5	0.7	9	4
CN(Cc1c(C(=O)N(C)Cc2ccccc2)nc2ccccn12)CC1Cc2ccccc2O1 (configuration not stated)	2	-1	94	2	0.8	-2	-4	0.0	5	28
Cc1ccc2[nH]c(=O)c(CN(C)C(=O)c3ccccn3)cc2c1	1	1	97	-15	0.7	0	-7	0.1	-1	-1
C=C(c1ccccc1O)n1ccnc1	-2	4	96	-7	-0.4	1	-6	0.0	-4	0
CC(CN1CCN(C)CC1)OC(=O)c1ccccc1 (configuration not stated)	1	-1	98	-1	1.0	0	-3	-0.1	3	1
O=C(Nc1ccccc1N1CCOCC1)c1ccc(N2CCCC2=O)cc1	-2	-9	103	-3	-1.2	2	-2	0.0	20	-4
c1nc(C2CCCCC2)cc2cc3c(cc12)OCO3	-7	-4	93	-1	2.4	1	5	0.1	·	10
Cc1ccc(C)c(N2CCN(C3C(=O)Nc4ccccc4-n4nnnc43)CC2)c1 (configuration not stated)	0	10	·	·	·	·	-10	0.2	·	·
O=C(c1ccco1)N1CCN=C1SCc1c(F)cccc1Cl	1	-3	91	-8	-0.7	0	-4	0.4	17	2
CN1CCC(OC(=O)c2cc3cc(Br)ccc3oc2=O)CC1	7	14	89	-12	-2.3	1	-9	-0.2	-15	5
CC(C)(C)c1ccc(C(=O)N2CCC3(CC2)NCCc2[nH]cnc23)cc1	-2	-1	96	-18	-0.9	2	-12	-0.6	0	2
O=C(N/N=C/c1cccc(OC(=O)c2ccccc2Cl)c1)c1cccnc1	3	7	98	2	1.4	3	-4	-0.4	8	3
CCN1CCN(c2nc3c(c(=O)n(C)c(=O)n3C)n2Cc2cccc3ccccc23)CC1	1	-2	99	-5	2.4	2	-2	-0.1	0	15
CCN(CC)C(=O)C1=C(C)N(CCCOC)C(=O)C(CC(=O)NC(c2ccccc2)c2ccccc2)C1 (configuration not stated)	8	-2	98	-14	0.3	2	1	-0.2	0	5
Cc1nn(CCCC(=O)NCCc2ccccc2)c(C)c1[N+](=O)[O-]	0	-1	98	-7	-1.2	0	12	0.1	-3	8
Cc1ccc(S[C@@H](CCN2CC[C@H](O)CCC2=O)c2ccccc2)cc1	-4	-4	86	-3	1.3	3	-11	-0.2	-1	6
CC(C)Nc1nc(NC(C)C)nc(Nn2cnnc2)n1	1	-1	96	1	-2.8	2	-4	-0.4	0	1
Cc1[nH]c2ccccc2c1C(=O)CN1CC(C)CC(C)C1 (configuration not stated)	1	8	100	0	-2.5	0	-18	0.0	-16	7
CCOc1ccc(NC(=O)c2ccco2)cc1S(=O)(=O)N1CCCC1	0	4	100	-9	-2.5	-2	-15	0.0	8	6
COC(=O)c1ccc(/C=N/NC(=S)NC(C)C)cc1	3	-1	99	-1	-2.4	-4	-1	0.1	0	2
Cc1cc(C(=O)N2CCN(c3ccc([N+](=O)[O-])cc3)CC2)c(C)o1	12	-3	100	0	-1.8	1	11	1.4	-33	0
Cc1cccc2cc(C(c3nnnn3CC3CCCO3)N3CCCc4ccccc43)c(=O)[nH]c12 (configuration not stated)	-10	6	103	-11	1.5	0	-13	-0.2	-12	-1
CCSc1n[nH]c2nc3c(c(=O)n12)C1(CCCCC1)Cc1ccccc1-3	-7	4	100	1	2.2	0	-12	-0.1	-1	1
CCOc1cc(C(=O)N2CCC(CC3CC(c4ccc(Cl)cc4)=NO3)(C(=O)NCC3CCCCC3)CC2)cc(OCC)c1OCC (configuration not stated)	0	-1	103	-5	0.2	-5	-3	0.4	-4	10
CSCCC(NC(=O)c1cccc([N+](=O)[O-])c1)c1nc2ccccc2[nH]1 (configuration not stated)	-2	-2	98	-14	-4.2	2	8	-0.4	-1	10
COc1cc(NC(=S)N2CCN(Cc3ccccc3)CC2)cc(OC)c1	-3	2	105	1	1.9	2	-27	-0.2	-5	18
NC1=NC2(CCC(c3ccccc3)CC2)n2c(nc3ccccc32)N1 (configuration not stated)	4	1	94	1	-0.7	0	-2	0.1	·	12
CCc1nc(NCCC(C)C)c2nnn(Cc3ccccc3)c2n1	-4	-7	98	5	8.9*	-1	5	0.0	-7	5
Cc1ccc(CCNS(=O)(=O)c2cnc[nH]2)cc1	3	-4	84	2	-1.6	1	1	-0.1	·	0
CCN1C(=O)c2cccc3c(NC(=O)c4ccc5c(c4)OCCO5)ccc1c23	6	-7	103	2	-0.6	3	-4	0.8	2	-1
O=C(Nc1sc2c(c1C(=O)c1ccccc1)CCCC2)c1cccnc1	4	-3	97	1	-2.5	-3	-7	0.2	-9	-1
CCOCCCNC(=O)c1ccc(OC)c(OC2CCN(C(C)C)CC2)c1	-2	-11	99	-6	-2.2	1	1	0.0	-2	3
CCOc1ccccc1C(=O)NCC(=O)N(C)Cc1cccnc1	7	-10	97	-3	0.3	0	-10	0.0	3	-7
COc1ccc(C(c2sc3nc(C)nn3c2O)N2CCN(CCO)CC2)cc1OC (configuration not stated)	10	28	97	-2	1.4	2	-3	0.1	-5	15
COC(=O)c1c(NC(=O)CCS(=O)(=O)c2ccccc2)sc2c1CCN(C)C2	-5	-1	99	-7	-2.2	-1	-2	3.7	4	8
O=C(c1ccco1)N1CCN(c2ccc(N3CCCCC3)nn2)CC1	4	3	110	-6	1.7	-1	-1	-0.2	-3	12
Cc1ccc(NC(=O)CNc2ccccc2N2CCCC2=O)cc1S(=O)(=O)N1CCOCC1	-5	5	95	-9	-3.0	1	-8	-0.1	7	8
Oc1cccnc1SCc1ccccc1	-4	2	98	-2	-0.7	0	1	-0.2	-1	5
O=C(COC(=O)c1cc(S(=O)(=O)N2CCOCC2)ccc1Cl)NC1CCCCC1	-1	5	100	-8	-0.4	2	-12	0.0	-4	15
Cc1cc2occ(CC(=O)Nc3nccs3)c2cc1C(C)C	-6	0	92	7	3.0	-6	4	-0.1	-8	3
N#Cc1ccccc1NC(=O)COC(=O)CSc1nc2ccccc2o1	-6	-1	109	4	-1.7	1	4	0.6	0	0
CCOC(=O)c1ccc(N2C(=O)C3CC=C(C)CC3C2=O)cc1 (configuration not stated)	-2	5	108	-2	0.8	-1	-13	0.0	20	10
CCCCOc1ccc(-c2nnn(CCC(=O)N3CCOCC3)n2)cc1	1	7	95	-34	-1.4	-2	-5	0.3	·	13
FC(F)(F)c1ccc(/C=N/NC(=S)NC2CCCCC2)cc1	-3	1	94	1	-0.4	-3	-12	0.5	-3	-1
Cc1cccc(NC(=O)C2CCN(C(=O)c3ccco3)CC2)c1C	-6	-9	97	-2	1.7	2	-9	-0.1	5	0
CCN1C(=O)c2ccc(-c3nc4ccccc4c(=O)o3)cc2C1=O	0	-1	103	12	-0.1	1	-5	-0.2	-5	12
CC(=O)N1c2ccccc2NC2=C(C(=O)CCC2)C1c1ccco1 (configuration not stated)	30*	4	98	-8	2.7	1	-21	2.5	-8	-2
O=S(=O)(c1ccc(Cl)cc1)N1CCCC(c2nc(-c3ccc(F)cc3)no2)C1 (configuration not stated)	3	-7	97	0	-1.0	-6	-8	0.7	4	7

Next results follow.
SMILES	ABHD5-PLIN5 inh	Granule exo inh	ABCB6 inh MLPCN	TLR9-MyD88 inh	MC4R barr agon	Glyco luc inh	NOD2 RIPK2 PPI	aDG glyco act	Vif inh	MC4R antagonist
CC(Sc1ncn[nH]1)C(=O)Nc1ccc(Cl)cn1 (configuration not stated)	4	3	97	3	-0.7	0	-2	-0.3	4	14
CCOC(=O)c1[nH]c2ccc(OC)cc2c1NC(=O)CN1CCc2ccccc2C1	1	1	106	-7	-1.3	-4	5	-0.5	·	-1
O=C(Cc1c(F)cccc1Cl)Nc1ccncc1	3	-4	95	-11	-2.4	-3	-5	0.2	-2	-1
COc1ccc(F)c(CN2CCN(CCc3ccccc3)C(CCO)C2)c1 (configuration not stated)	4	-2	101	5	2.1	-1	-14	0.4	5	-3
Cc1ccc(CNC(=O)CSc2nc3ccccc3c(=O)n2CC2CCCO2)cc1 (configuration not stated)	4	-8	101	6	-1.9	-1	-19	1.3	-7	-2
Cc1ccc(S(=O)(=O)NC2=NCN(CC(=O)O)CN2)cc1	-5	12	102	2	0.1	-2	3	-0.1	-6	6
COc1ccc(N2CCN(S(=O)(=O)c3cn(C)c(=O)n(C)c3=O)CC2)cc1	1	1	103	9	2.1	-1	-1	0.1	-10	4
Cc1cc(C)nc(N2CCN(c3ccc(F)cc3)CC2)n1	-9	0	97	-6	1.8	0	0	-0.1	13	5

Part of the list above, as a markdown table:
| Compound | ABHD5-PLIN5 inh | Granule exo inh | ABCB6 inh MLPCN | TLR9-MyD88 inh | MC4R barr agon | Glyco luc inh | NOD2 RIPK2 PPI | aDG glyco act | Vif inh | MC4R antagonist |
| --- | --- | --- | --- | --- | --- | --- | --- | --- | --- | --- |
| Cc1cccc(NC(=O)C2CCN(C(=O)c3ccco3)CC2)c1C | -6 | -9 | 97 | -2 | 1.7 | 2 | -9 | -0.1 | 5 | 0 |
| CCN1C(=O)c2ccc(-c3nc4ccccc4c(=O)o3)cc2C1=O | 0 | -1 | 103 | 12 | -0.1 | 1 | -5 | -0.2 | -5 | 12 |
| CC(=O)N1c2ccccc2NC2=C(C(=O)CCC2)C1c1ccco1 (configuration not stated) | 30* | 4 | 98 | -8 | 2.7 | 1 | -21 | 2.5 | -8 | -2 |
| O=S(=O)(c1ccc(Cl)cc1)N1CCCC(c2nc(-c3ccc(F)cc3)no2)C1 (configuration not stated) | 3 | -7 | 97 | 0 | -1.0 | -6 | -8 | 0.7 | 4 | 7 |
| CC(Sc1ncn[nH]1)C(=O)Nc1ccc(Cl)cn1 (configuration not stated) | 4 | 3 | 97 | 3 | -0.7 | 0 | -2 | -0.3 | 4 | 14 |
| CCOC(=O)c1[nH]c2ccc(OC)cc2c1NC(=O)CN1CCc2ccccc2C1 | 1 | 1 | 106 | -7 | -1.3 | -4 | 5 | -0.5 | · | -1 |
| O=C(Cc1c(F)cccc1Cl)Nc1ccncc1 | 3 | -4 | 95 | -11 | -2.4 | -3 | -5 | 0.2 | -2 | -1 |
| COc1ccc(F)c(CN2CCN(CCc3ccccc3)C(CCO)C2)c1 (configuration not stated) | 4 | -2 | 101 | 5 | 2.1 | -1 | -14 | 0.4 | 5 | -3 |
| Cc1ccc(CNC(=O)CSc2nc3ccccc3c(=O)n2CC2CCCO2)cc1 (configuration not stated) | 4 | -8 | 101 | 6 | -1.9 | -1 | -19 | 1.3 | -7 | -2 |
| Cc1ccc(S(=O)(=O)NC2=NCN(CC(=O)O)CN2)cc1 | -5 | 12 | 102 | 2 | 0.1 | -2 | 3 | -0.1 | -6 | 6 |
| COc1ccc(N2CCN(S(=O)(=O)c3cn(C)c(=O)n(C)c3=O)CC2)cc1 | 1 | 1 | 103 | 9 | 2.1 | -1 | -1 | 0.1 | -10 | 4 |
| Cc1cc(C)nc(N2CCN(c3ccc(F)cc3)CC2)n1 | -9 | 0 | 97 | -6 | 1.8 | 0 | 0 | -0.1 | 13 | 5 |

Screening data deposited in PubChem BioAssay by several laboratories.
